ERG Ets-DNA blk – qHTS for Small Molecule Inhibitors of the ERG Ets/DNA interaction; Transcriptional regulator ERG (Homo sapiens), P11308; 0.028% of 370,000 active; AID 624246, 2012; Potency, µM (titrated, usually from 76.9 µM), for the others: top-dose FP activity, negative = inhibition, actives largely listed as inhibitors; fluorescence polarization, His-ERG Ets domain / labelled DNA; active means well fitted inhibition curve with a large enough effect in the polarisation, with a control signal flat; inconclusive means small, poorly fitted or top-dose-only effect, or effect the other way, or a change in a side signal; inactive means no such curve, though single readings can be large or run the other way; the % refers to the polarisation;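 further: polarization taken with two DNA probes labelled with fluorescein and Texas red; potency means the concentration at half of the fitted maximal effect; % of control where 0% means no effect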
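His-tagged ERG Ets domain (1 uM in the protein solution; 300mM KCl, 50mM Tris-HCl, 1mM EDTA, 1mM DTT, pH 7.5) received compound, then a probe mix of 5 nM fluorescein-DNA and 100nM Texas-615-DNA. Fluorescence polarization was read for both dyes.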
HP1b chromo inh – HTS for Inhibitors of HP1-beta Chromodomain Interactions with Methylated Histone Tails. Potency, µM (highest dose often 114 µM), for the others: at the top dose activity change, negative = inhibition, hits mostly inhibitors. AID 540317, 2011. AlphaScreen HP1-beta / biotin-H3K9me3 peptide binding. 0.56% of 390,000 active; further: potency means the concentration at half of the fitted maximal effect; nearly all actives have a fitted effect of over 70% in size; inactives centre near 23
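HP1-beta protein (50 nM final) preincubated 30 min at room temperature with biotinylated H3(1-18)K9me3 peptide (50 nM) in PBS pH 7.4, 0.01% Tween-20, then compound added for 30 min. AlphaScreen streptavidin donor/nickel chelate acceptor beads (10 ug/mL final), 30 min dark, luminescence read.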
PI4K2A inh – qHTS for small molecular inhibitors of PI4K2A; 0.13% of 420,000 active; activity change, negative = inhibition, % at 76.9 µM; purified PI4K2A, ADP-Glo luminescence, 1 h; hits give low values; in the data active means activity change below about -50%; inconclusive means mostly about -30% to -49%;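 further: -100% = wells without enzyme as full effect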
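ADP-Glo luminescence measured ADP generated by PI4K2A enzyme (4 ug/mL before mixing) with 1.2 mM PI substrate (pre-mix) and 300 microM ATP (pre-mix). Tris pH7.5 buffer with MgCl2, Triton X-100; 1 h reaction at ambient temperature.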
RGS4 inh – Inhibitors of Regulator of G Protein Signaling (RGS) 4: qHTS; Regulator of G-protein signaling 4 (Homo sapiens), P49798; Transcreener GDP fluorescence polarization, RGS4-accelerated GTP hydrolysis; Potency, µM (doses to about 114 µM), without a hit: top-dose activity change, negative = inhibition, most hits filed as inhibitors; 0.039% of 390,000 active; further: potency means the concentration at half of the fitted maximal effect; on the % scale 0 is the no-effect control and ±100 the full control effect; nearly all actives have a fitted effect of over 75% in size; some results filed as inactive show a strong effect at the top dose
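MLSMR compounds (23 nl, pin-transferred) preincubated 10 min at room temperature with a 500nM (2x) first reagent, then RGS4 at 900nM (2x) plus Transcreener GDP mix added; fluorescence polarization (620/688 nm) read before and after 90 min at 30 °C.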
GLS inhibitor – qHTS for Inhibitors of Glutaminase (GLS); Glutaminase kidney isoform, mitochondrial (Homo sapiens), O94925; GLS enzymatic activity, qHTS titration; Potency, µM (highest dose often 45.5 µM), for the others: at the highest dose activity change, negative = inhibition, actives largely listed as inhibitors; 0.21% of 410,000 active; AID 624170, 2012; further: potency means the concentration at half of the fitted maximal effect; on the % scale 0 is the no-effect control and ±100 the full control effect
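Read-out is an Amplex red fluorescence increase coupled through glutamate oxidase and HRP, measured before and after 30 min room-temperature incubation. hKGA is in 45 mM KH2PO4 (pH 8.2) with 0.02% Tween-20; glutamine added as 1mM solution.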
G9a block – qHTS Assay for Inhibitors of Histone Lysine Methyltransferase G9a; Histone-lysine N-methyltransferase EHMT2 (Homo sapiens), Q96KQ7; G9a H3K9 monomethylation, AlphaScreen, 2 h; Potency, µM (doses to about 102 µM), inactives show at the highest dose activity, negative = inhibition, most hits filed as inhibitors; 8.8% of 350,000 active; AID 504332, 2011; further: potency means the concentration at half of the fitted maximal effect; on the % scale 0 is the no-effect control and ±100 the full control effect; nearly all actives have a fitted effect of over 75% in size
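AlphaScreen detection with an anti-monomethyl H3K9 antibody quantified product after a 2 h room-temperature reaction containing 500 nM biotinylated H3K9 peptide, 20 µM SAM and 20 nM enzyme, which had been preincubated 15 min with compound.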
JMJD2A Tudor – qHTS Assay for Inhibitors of JMJD2A-Tudor Domain. AID 504339, 2011. AlphaScreen JMJD2A-Tudor / H3K4me3 peptide binding. Potency, µM (doses to about 114 µM), for the others: at the top dose activity change, negative = inhibition, actives largely listed as inhibitors. 4.4% of 390,000 active; further: potency means the concentration at half of the fitted maximal effect; on the % scale 0 is the no-effect control and ±100 the full control effect; nearly all actives have a fitted effect of over 50% in size
BAZ2B inh – qHTS Assay for Inhibitors of BAZ2B; Bromodomain adjacent to zinc finger domain protein 2B (Homo sapiens), Q9UIF8; AlphaScreen BAZ2B-H3K14Ac peptide displacement; Potency, µM (highest dose often 114 µM), for the others: at the highest dose activity change, negative = inhibition, usual class: inhibitors; 4.4% of 360,000 active; further: potency means the concentration at half of the fitted maximal effect; on the % scale 0 is the no-effect control and ±100 the full control effect; nearly all actives have a fitted effect of over 60% in size
Target sequence (Q9UIF8 whole entry, looked up, the tested form may be a part): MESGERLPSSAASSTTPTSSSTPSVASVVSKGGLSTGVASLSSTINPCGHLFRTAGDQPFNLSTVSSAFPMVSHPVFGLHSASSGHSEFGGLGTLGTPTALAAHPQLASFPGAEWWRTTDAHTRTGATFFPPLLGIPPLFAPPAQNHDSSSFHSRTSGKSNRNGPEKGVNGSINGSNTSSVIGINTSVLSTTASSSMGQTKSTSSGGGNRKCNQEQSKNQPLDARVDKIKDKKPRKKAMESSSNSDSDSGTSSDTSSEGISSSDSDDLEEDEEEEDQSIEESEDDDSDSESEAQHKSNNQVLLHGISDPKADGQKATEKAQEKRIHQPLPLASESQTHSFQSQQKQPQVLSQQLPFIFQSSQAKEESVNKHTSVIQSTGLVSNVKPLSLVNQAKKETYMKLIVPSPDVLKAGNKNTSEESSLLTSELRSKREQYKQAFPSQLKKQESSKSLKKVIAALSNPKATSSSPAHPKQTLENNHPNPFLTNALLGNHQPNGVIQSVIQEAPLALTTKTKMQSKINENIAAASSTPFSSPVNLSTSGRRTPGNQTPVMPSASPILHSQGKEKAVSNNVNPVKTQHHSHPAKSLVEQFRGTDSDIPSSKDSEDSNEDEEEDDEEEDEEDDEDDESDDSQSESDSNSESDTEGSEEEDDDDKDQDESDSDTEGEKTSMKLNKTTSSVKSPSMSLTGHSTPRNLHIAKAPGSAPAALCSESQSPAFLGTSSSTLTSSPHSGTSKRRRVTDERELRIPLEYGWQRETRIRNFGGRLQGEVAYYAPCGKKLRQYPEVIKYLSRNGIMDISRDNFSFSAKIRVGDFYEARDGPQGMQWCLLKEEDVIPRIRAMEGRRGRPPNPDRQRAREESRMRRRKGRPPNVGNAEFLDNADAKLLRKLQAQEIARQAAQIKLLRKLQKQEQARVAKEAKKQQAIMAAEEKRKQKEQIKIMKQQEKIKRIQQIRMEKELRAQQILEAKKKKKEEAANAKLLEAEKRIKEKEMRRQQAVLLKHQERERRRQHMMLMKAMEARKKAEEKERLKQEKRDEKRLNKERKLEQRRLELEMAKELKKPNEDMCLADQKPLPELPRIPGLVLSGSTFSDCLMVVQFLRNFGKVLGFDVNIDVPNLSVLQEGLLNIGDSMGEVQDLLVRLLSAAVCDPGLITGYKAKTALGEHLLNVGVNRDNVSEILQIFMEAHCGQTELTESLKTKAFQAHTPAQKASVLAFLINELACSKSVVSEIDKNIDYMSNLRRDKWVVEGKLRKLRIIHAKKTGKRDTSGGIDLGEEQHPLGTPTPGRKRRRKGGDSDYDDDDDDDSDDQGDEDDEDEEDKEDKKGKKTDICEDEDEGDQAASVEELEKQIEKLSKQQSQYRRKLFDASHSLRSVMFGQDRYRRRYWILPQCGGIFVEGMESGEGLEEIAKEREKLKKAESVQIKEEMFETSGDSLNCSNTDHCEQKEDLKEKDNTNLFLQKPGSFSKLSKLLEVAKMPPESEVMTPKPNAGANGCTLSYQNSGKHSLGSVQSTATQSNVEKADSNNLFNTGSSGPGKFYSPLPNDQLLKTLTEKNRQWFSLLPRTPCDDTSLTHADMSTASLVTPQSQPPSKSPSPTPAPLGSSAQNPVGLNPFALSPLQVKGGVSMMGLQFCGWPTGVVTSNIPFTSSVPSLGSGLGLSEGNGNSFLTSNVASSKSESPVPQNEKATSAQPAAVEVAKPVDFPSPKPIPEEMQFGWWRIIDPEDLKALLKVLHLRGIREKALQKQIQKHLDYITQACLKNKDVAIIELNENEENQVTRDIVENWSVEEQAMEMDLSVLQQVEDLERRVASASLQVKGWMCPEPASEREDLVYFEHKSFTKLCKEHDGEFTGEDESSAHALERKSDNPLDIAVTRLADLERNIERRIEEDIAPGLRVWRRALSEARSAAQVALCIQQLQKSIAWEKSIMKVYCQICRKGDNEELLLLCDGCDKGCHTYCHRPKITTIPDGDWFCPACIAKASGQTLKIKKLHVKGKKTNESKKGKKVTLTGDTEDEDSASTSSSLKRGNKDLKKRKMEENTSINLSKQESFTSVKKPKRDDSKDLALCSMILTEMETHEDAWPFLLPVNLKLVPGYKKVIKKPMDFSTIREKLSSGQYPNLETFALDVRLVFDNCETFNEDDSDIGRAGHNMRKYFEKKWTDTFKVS
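Inhibition is scored as reduced AlphaScreen emission. The BAZ2B/b-H3(5-23)K14Ac complex (50 nM each) in PBS pH 7.4, 0.01% Tween-20 meets compound (up to 110 uM) for 30 min at RT before bead addition.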
12-LOX inh – Primary qHTS assay for inhibitors of human arachidonate 12S-lipoxygenase (ALOX12): Round 2; 1.1% of 580,000 active; Potency, µM (series often up to 108 µM), for the others: at the top dose activity change, negative = inhibition, hits mostly inhibitors; Polyunsaturated fatty acid lipoxygenase ALOX12 (Homo sapiens), P18054; purified 12hLO, xylenol orange hydroperoxide absorbance; further: potency means the concentration at half of the fitted maximal effect; on the % scale 0 is the no-effect control and ±100 the full control effect
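Purified human 12hLO (150 nM final) in 25 mM Hepes, 0.01% Triton X-100, pH 7.0 was preincubated 15 min at room temperature with compound. Then 40 uM arachidonic acid was added, 30 min. Hydroperoxide was read by Fe-XO absorbance ratio 573/405 nm.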
* = called active by the depositor; ? = inconclusive; . = not tested or not shown; & = joins results of further samples; [ ] = dose if it differs, or a comment. Unless noted, the call rests on the fitted dose curve; in most records, active means well fitted curve in the direction sought with a large enough effect; inconclusive means small, poorly fitted or top-dose-only effect, or another doubt; inactive means no such curve, though single readings can be large; an effect the other way counts as inactive or inconclusive.

SMILES | ERG Ets-DNA blk | HP1b chromo inh | PI4K2A inh | RGS4 inh | GLS inhibitor | G9a block | JMJD2A Tudor | BAZ2B inh | 12-LOX inh
CCN(C(=O)COC(=O)c1[nH]c(C)c(C(C)=O)c1C)C1CCS(=O)(=O)C1 (stereo unspecified) | -2% | 10% | 4 | 1% | -10% | 4%[59 µM] | -18% | -38% | -1%
O=C(O)CCc1ccc(-c2cccs2)o1 | . | ? | -2 | ? | 14% | ? | 100µM* | 56µM* | .
COc1ccccc1C(CNC(=O)c1cccc(S(=O)(=O)Nc2ccc(C)cc2)c1)N(C)C (stereo unspecified) | -3% | 8% | 6 | 16% | 14% | 13%[12.7 µM] | -23% | -12% | 18%
O=C1CC(N2CCCc3ccccc32)C(=O)N1c1ccccc1 (stereo unspecified) | -1% | 47% | 5 | -10% | 18% | 40µM* | 4% | 3% | ?
COc1cc(/C=C/C(=O)N2C(=O)c3cccc(N)c3C2=O)cc(OC)c1OC | 1% | 10% | 4 | 1% | 0% | 10%[59 µM] | -8% | -5% | 2%
COc1ccc(/C=C(/C(=O)c2cccs2)N2C=CC=CC2=C(C#N)C#N)cc1 | 5% | -12% | 11 | ? | ? | 8.9µM* | ? | -34% | -19%
CSc1nccc(NC(=O)c2ccc(C(C)(C)C)cc2)n1 | -7% | 118%[activator] | -1 | -35% | -1% | 16%[0.501 µM] | 45%[activator] | 6% | 4%
CC1(C)c2[nH]c3ccccc3c2C[C@H]2C(=O)N(CCCCCO)CC(=O)N21 | -4% | 28% | 8 | -46% | 5% | 9% | -20% | 3% | 0%
COc1ccc(C(=O)OCC(=O)NCC2CCCO2)c(F)c1 (stereo unspecified) | -2% | 58%[activator] | 5 | -28% | -3% | 11%[12.7 µM] | -8% | -4% | 125%[activator]
OC(Cn1cnnc1)c1ccccc1 (stereo unspecified) | ? | 22µM* | -2 | -4% | 10% | 35µM* | 6.3µM* | 25µM* | -33%
CCOc1ccc(NC(=O)C2CCCN(S(=O)(=O)c3c(C)noc3/C=C/N(C)C)C2)cc1 (stereo unspecified) | -3% | 19% | -3 | 13% | 10% | -6%[59 µM] | -32% | -26% | ?
Clc1cccc(OCc2nnc(-c3ccccc3Br)o2)c1 | 1% | 177%[activator] | -6 | 12% | 9% | 346%[activator] | 168%[activator] | 165%[activator] | 11%
CCCOc1ccc(NC(=O)CCC(=O)NC(C)c2ccccc2)cc1 (stereo unspecified) | -9% | 40%[activator] | -3 | 43% | -3% | . | -10% | -8%[57.1 µM] | 82%[activator]
CC1CCN(C(=O)C2CCN(CC(C)c3ccccc3)CC2)CC1 (stereo unspecified) | -8% | ? | 8 | -6% | -3% | ? | ? | 59%[activator] | ?
O=c1c2cc(Cl)ccc2nc(-c2ccc([N+](=O)[O-])cc2)n1O | -9% | -9% | -3 | -15% | 18% | 14% | ? | ? | -12%
COCCNC(=O)COc1coc(CN2CCN(Cc3ccccc3)CC2)cc1=O | 5% | 32% | -1 | 4% | -10% | -10% | -5% | -5% | -3%
COc1ccc(N2CC(C(=O)Nc3nccs3)CC2=O)cc1 (stereo unspecified) | -3% | 20% | 3 | 0% | -11% | 2%[12.7 µM] | -1% | -7% | 0%
CCOCCN(C(=O)COC)c1cccc(OC)c1 | -5% | 46%[activator] | -8 | -8%[11.4 µM] | 17% | 11% | 15%[11.4 µM] | 6% | 0%
Cc1cc(C)c(-c2cc(NC(=O)COC(=O)c3ccc(CO)cc3)n(-c3ccccc3)n2)cc1C | 8% | 39% | 1 | 8%[11.4 µM] | 1% | 13%[59 µM] | -15% | 1% | -7%
CC1CCN(C(=O)COC(=O)C2CCN(S(=O)(=O)c3ccc4c(c3)OCCO4)CC2)CC1 | 7% | 16% | -3 | -33% | -2% | -7% | -8% | 11% | -18%
COc1ccc(C2C(C#N)=C(N)Oc3c2sc2nc(C)cc(C)c32)cc1 (stereo unspecified) | 4% | 17% | 0 | -23% | ? | 11µM* | -18% | -36% | 21%
CCCN(CCC)C(C)C(=O)NCC1(c2ccccc2)CCCC1 (stereo unspecified) | -1% | 32% | 3 | 8% | -4% | 1%[0.501 µM] | -16% | 5% | -5%
O=C(COC(=O)C1CCN(c2ccc(C(F)(F)F)cn2)CC1)NCc1ccc(F)cc1 | 0% | 47%[activator] | -4 | 4% | -1% | -26% | 18% | 10% | -11%
COc1ccc(C/C(C)=N\NC(=O)c2c[nH]c3ccccc23)cc1OC | 1% | 18% | 5 | 17% | 8% | -7%[12.7 µM] | -14% | -20% | 172%[activator]
COc1ccccc1CNC(=O)[C@@H]1CCCN1C(=O)[C@@H]1Cc2ccccc2CN1C(=O)OC(C)(C)C | -2% | 46%[activator] | -2 | -25% | -1% | -43% | -8% | 2% | -1%

Going on with the list:
SMILES | ERG Ets-DNA blk | HP1b chromo inh | PI4K2A inh | RGS4 inh | GLS inhibitor | G9a block | JMJD2A Tudor | BAZ2B inh | 12-LOX inh
COC(=O)c1c(NC(=O)/C(C#N)=C/c2ccc(OC)cc2)sc2c1C(C(=O)OC)CC2 (stereo unspecified) | 2% | 54%[activator] | 0 | -19% | -4% | 4%[59 µM] | -17% | 2% | 0%
CC1=NN(C(N)=S)C(=O)C1N=Nc1c(C)cc(C)cc1C (stereo unspecified) | -5% | 6% | 38 | -45% | 10% | 7% | -13% | ? | 0%
Cc1ccc2c(c1)N(C(=O)CCC(=O)NCc1cccs1)CCO2 | 0% | 18% | 2 | 3% | 13% | -2%[59 µM] | -19% | -12% | 6%
COc1ccc(-n2c(SCC(N)=O)nnc2-c2cccnc2)cc1 | 5% | 28% | -11 | -8% | -2% | 12%[59 µM] | -33% | -4% | 14%
Cn1c(=O)oc2cc(S(=O)(=O)NCCC(=O)N3CCc4ccccc4C3)ccc21 | 9% | 15% | -3 | -6% | 0% | -35%[59 µM] | -2% | 3% | 0%
C(=C\c1nc(N2CCCC2)c2ccccc2n1)/c1ccccc1 | 16% | 109%[activator] | 4 | -46% | -5% | 49%[activator][59 µM] | 34% | 4% | -29%
CC1CC(C)CN(C(=O)CCCn2c(=O)c3cccn3c3cccnc32)C1 (stereo unspecified) | 1% | 32%[activator] | 1 | 28% | -1% | 53%[activator] | -7% | -11% | -13%
O=C(CCCn1cncn1)N1CCCC(Nc2ccc(F)cc2)C1 (stereo unspecified) | -4% | 27% | 2 | -6% | 22% | ? | -7% | -13% | -12%
Cc1ccc(-c2csc(/C(C#N)=C/Nc3ccccc3SC(F)(F)F)n2)c(C)c1 | -6% | 18% | 4 | 4% | -6% | -1%[59 µM] | -1% | -7% | -19%
CCc1ccc(CNC(=O)Cn2nc(-c3ccc(C)cc3)ccc2=O)cc1 | 0% | 35% | -13 | -19% | 6% | -27% | -31% | -4%&25% | -26%

An excerpt from above in order of formula weight, ascending:
SMILES | ERG Ets-DNA blk | HP1b chromo inh | PI4K2A inh | RGS4 inh | GLS inhibitor | G9a block | JMJD2A Tudor | BAZ2B inh | 12-LOX inh
CC1=NN(C(N)=S)C(=O)C1N=Nc1c(C)cc(C)cc1C (stereo unspecified) | -5% | 6% | 38 | -45% | 10% | 7% | -13% | ? | 0%
COc1ccc(N2CC(C(=O)Nc3nccs3)CC2=O)cc1 (stereo unspecified) | -3% | 20% | 3 | 0% | -11% | 2%[12.7 µM] | -1% | -7% | 0%
O=c1c2cc(Cl)ccc2nc(-c2ccc([N+](=O)[O-])cc2)n1O | -9% | -9% | -3 | -15% | 18% | 14% | ? | ? | -12%
CC1CCN(C(=O)C2CCN(CC(C)c3ccccc3)CC2)CC1 (stereo unspecified) | -8% | ? | 8 | -6% | -3% | ? | ? | 59%[activator] | ?
CC1CC(C)CN(C(=O)CCCn2c(=O)c3cccn3c3cccnc32)C1 (stereo unspecified) | 1% | 32%[activator] | 1 | 28% | -1% | 53%[activator] | -7% | -11% | -13%
CCN(C(=O)COC(=O)c1[nH]c(C)c(C(C)=O)c1C)C1CCS(=O)(=O)C1 (stereo unspecified) | -2% | 10% | 4 | 1% | -10% | 4%[59 µM] | -18% | -38% | -1%
Cn1c(=O)oc2cc(S(=O)(=O)NCCC(=O)N3CCc4ccccc4C3)ccc21 | 9% | 15% | -3 | -6% | 0% | -35%[59 µM] | -2% | 3% | 0%

Compound activity deposited in PubChem BioAssay by National Center for Advancing Translational Sciences (NCATS).

Not all compounds are listed (hit frequency here may not be typical).
